Source: PubChem BioAssay
CHRM1 agonist – human M1 muscarinic receptor agonists, primary screen, Fluo-8 calcium fluorescence, CHO-K1 cells, HTS; actives 0.33% (n = 360,000); Muscarinic acetylcholine receptor M1 (Homo sapiens), P11229; activation, % at 3 µM; CHO-K1 hM1, agonist mode; 0% DMSO, 100% acetylcholine EC100;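 active = activation above the run's mean compound activation plus 3 SD, cut at about 16% in these data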;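 note: peak over basal fluorescence ratio within a 140 s kinetic read after compound addition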
M4 ag – human M4 muscarinic receptor agonists, primary screen, CHO-K1 cells, Fluo-8 calcium fluorescence. Muscarinic acetylcholine receptor M4 (Homo sapiens), P08173. activation, % at 3 µM. actives 0.14% (n = 360,000). CHO-K1 hM4/Gqi5; vehicle 0%, full acetylcholine response 100%;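 active = activation above the run mean over all test wells plus 3 SD, cut at about 32% in these data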;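 note: peak over basal fluorescence ratio per well then scaled between controls; 0% = DMSO wells and 100% = acetylcholine at EC100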
Target sequence (P08173 whole entry, looked up): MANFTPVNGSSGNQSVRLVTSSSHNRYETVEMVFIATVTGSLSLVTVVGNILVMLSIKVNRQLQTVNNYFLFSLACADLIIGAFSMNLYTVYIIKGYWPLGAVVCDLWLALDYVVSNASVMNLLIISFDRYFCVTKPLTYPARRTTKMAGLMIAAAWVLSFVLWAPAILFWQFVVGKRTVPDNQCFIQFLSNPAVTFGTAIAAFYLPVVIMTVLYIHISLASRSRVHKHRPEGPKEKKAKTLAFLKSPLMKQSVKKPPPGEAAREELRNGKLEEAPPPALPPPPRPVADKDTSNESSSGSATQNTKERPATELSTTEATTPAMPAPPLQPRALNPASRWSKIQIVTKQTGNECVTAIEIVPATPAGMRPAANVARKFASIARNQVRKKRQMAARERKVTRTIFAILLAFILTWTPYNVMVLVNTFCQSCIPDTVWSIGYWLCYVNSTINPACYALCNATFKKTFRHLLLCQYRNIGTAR
CHO-K1 Ca ag – counter-screen for M1 agonists: effect in parental CHO-K1 cells; actives 0.48% (n = 360,000); activation, % at 3 µM; Fluo-8 calcium fluorescence; scaled to maximal ATP response, vehicle zero; in the data active = activation above about 15%;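 note: untransfected CHO-K1 host cells lacking M1 receptor as counterscreen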
M4 antag – human M4 muscarinic receptor antagonists, primary screen, CHO cells, Fluo-8 calcium fluorescence. inhibition, % at 3 µM. AID 624125, 2012. CHO-hM4 cells, ACh EC80. actives 0.73% (n = 360,000). Muscarinic acetylcholine receptor M4 (Homo sapiens), P08173;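 active = inhibition above its plate's cutoff, the mean inhibition of sample wells plus 3 SD, cut at about 27% in these data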;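 note: 0% = acetylcholine EC80 with DMSO and 100% = DMSO without agonist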
M1 antag – human M1 muscarinic receptor antagonists, primary screen, CHO-K1 cells, Fluo-8 calcium fluorescence, 1536-well; Muscarinic acetylcholine receptor M1 (Homo sapiens), P11229; CHO-K1 hM1, ACh EC80 antagonist; inhibition, % at 3 µM; actives 1.3% (n = 360,000); AID 588852, 2011;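 active = percent inhibition above its own plate's cutoff, namely the mean of that plate's compound wells plus 3 SD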;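 note: peak over basal fluorescence ratio during 140 s after agonist addition; 0% = ACh EC80 plus DMSO and 100% = DMSO alone without agonist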
CHO-K1 Ca antag – M1 antagonist counterscreen hit in parental CHO-K1 cells | inhibition, % at 3 µM | actives 0.6% (n = 360,000) | ATP-induced calcium, Fluo-8 fluorescence;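 active = inhibition above a per-plate cutoff, the plate's mean sample inhibition plus 3 SD, cut at about 24% in these data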;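 note: 0% = DMSO plus EC80 ATP and 100% = DMSO alone without ATP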
CHO parental Ca – ATP-evoked calcium signal inhibitors, parental CHO, primary screen, counter-screen for OX1R antagonist project, cell-based, fluorescence, Fluo-8 calcium dye. parental CHO-K1, ATP-induced calcium, Fluo-8 fluorescence. inhibition, % at 5.6 µM. actives 0.63% (n = 330,000). AID 463079, 2010;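 active = inhibition above that plate's mean sample inhibition plus 3 SD, cut at about 26% in these data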;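 note: 0% = ATP-challenged DMSO wells and 100% = DMSO wells without ATP; some compounds past the cut are filed as inactive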
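Test system: untransfected parental CHO cell line. Compound: one dose, 5.6 µM nominal. Detection: intracellular calcium via Fluo-8 no-wash fluorescent dye. Measure: % inhibition. Benchmarks: ATP-challenged DMSO wells low, unchallenged DMSO wells high.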
M1 PAM – human M1 muscarinic receptor positive allosteric modulators, primary screen, CHO-K1 cells, Fluo-8 calcium fluorescence, 1536-well; Muscarinic acetylcholine receptor M1 (Homo sapiens), P11229; CHO-K1 hM1, ACh EC20; 0% = ACh EC20, 100% = maximal ACh; activation, % at 3 µM; actives 0.088% (n = 360,000); in the data active = activation above about 19%, passing the limit was not always enough
OXTR potentiator – human OXTR potentiators, primary screen, fluorescence, CHO-OTR cells, Fluo-8 calcium. Oxytocin receptor (Homo sapiens), P30559. Fluo-8 calcium fluorescence, potentiator mode; 0% = oxytocin EC15, 100% = EC100. activation, % at 3 µM. actives 0.061% (n = 320,000). AID 2445, 2010;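 active = activation above that plate's cutoff, the mean activation of tested compounds plus 3 SD, cut at about 6.6% in these data, passing the limit was not always enough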;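 note: 100% uses oxytocin at 75 nM as the full agonist control; some results filed as inactive read as strong as hits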
Target sequence (P30559 whole entry, looked up): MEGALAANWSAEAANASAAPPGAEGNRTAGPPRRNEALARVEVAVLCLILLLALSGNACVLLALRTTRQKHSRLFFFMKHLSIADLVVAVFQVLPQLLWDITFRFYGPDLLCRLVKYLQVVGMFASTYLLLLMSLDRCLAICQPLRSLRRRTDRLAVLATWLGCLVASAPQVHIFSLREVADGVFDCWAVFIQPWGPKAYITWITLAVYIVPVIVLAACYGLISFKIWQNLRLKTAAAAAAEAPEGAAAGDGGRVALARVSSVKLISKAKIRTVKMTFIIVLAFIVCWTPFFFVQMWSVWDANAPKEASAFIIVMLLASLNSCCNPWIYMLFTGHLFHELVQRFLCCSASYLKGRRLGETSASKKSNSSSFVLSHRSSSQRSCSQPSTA
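Assay system: CHO cell line stably expressing human OTR. Reagent: EC15 oxytocin agonist. Dosing: single dose, 3.0 µM nominal final compound concentration. Timing: compound 6 min at room temperature before oxytocin, 100 s read. Signal: kinetic Fluo-8 calcium fluorescence. Controls: oxytocin EC15 low and EC100 high.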
Numbers without * were called inactive.

Screening Cc1ccc(C(=O)NCC(=O)NCC(c2cccs2)N2CCOCC2)cc1C (stereo unspecified) returned CHRM1 agonist -3, M4 ag 0, CHO-K1 Ca ag 0.3, M4 antag -5, M1 antag -13, CHO-K1 Ca antag -6, CHO parental Ca -18, M1 PAM 11 and OXTR potentiator -11.
`Cc1cc(C)nc(SCC(=O)OCN2C(=O)c3ccccc3C2=O)n1` gave CHRM1 agonist -1, M4 ag 3, CHO-K1 Ca ag 0.5, M4 antag -8, M1 antag -1, CHO-K1 Ca antag -3, CHO parental Ca -6, M1 PAM 1 and OXTR potentiator -10.
C[C@@H]1CN([C@@H](C)CO)S(=O)(=O)c2ccc(C#Cc3cccc(F)c3)cc2O[C@H]1CN(C)S(=O)(=O)c1cn(C)cn1 was read as CHRM1 agonist 1, M4 ag 28, CHO-K1 Ca ag 6.9, M4 antag 8, M1 antag 11, CHO-K1 Ca antag 8 and M1 PAM -11.
`O=C(Oc1ccccc1C(=S)N1CCOCC1)c1ccc([N+](=O)[O-])cc1[N+](=O)[O-]` gave CHRM1 agonist -10, M4 ag 9, CHO-K1 Ca ag 3.2, M4 antag 2, M1 antag -10, CHO-K1 Ca antag -7, CHO parental Ca -19, M1 PAM -1 and OXTR potentiator -6.
O=C(NN=Cc1ccccc1OC(F)F)c1ccc(NS(=O)(=O)c2cccs2)cc1 was read as CHRM1 agonist -8, M4 ag 0, CHO-K1 Ca ag 0.0, M4 antag 8, M1 antag -4, CHO-K1 Ca antag -1, CHO parental Ca 1, M1 PAM -2 and OXTR potentiator -3.
For CCC(C)(C)NC(=O)C(c1ccc(C)o1)N(C(=O)c1csnn1)c1cccc(F)c1 (stereo unspecified) the results were CHRM1 agonist -4, M4 ag 1, CHO-K1 Ca ag 0.4, M4 antag -13, M1 antag -11, CHO-K1 Ca antag 4, CHO parental Ca -19, M1 PAM 6 and OXTR potentiator -17.
For NC(=O)c1ccc(NCCc2cccs2)cc1 the results were CHRM1 agonist -1, M4 ag 1, CHO-K1 Ca ag 0.1, M4 antag -9, M1 antag -5, CHO-K1 Ca antag 16 and M1 PAM 2.
Screening Cc1nc2ccccc2n1/C(=N\S(=O)(=O)c1ccccc1)c1ccccc1 returned CHRM1 agonist -9, M4 ag 0, CHO-K1 Ca ag -0.2, M4 antag 4, M1 antag -12, CHO-K1 Ca antag 2, CHO parental Ca -8, M1 PAM 5 and OXTR potentiator 1.
For COc1ccc(NC(=O)CN2CCc3ccccc3C2)c([N+](=O)[O-])c1 the results were CHRM1 agonist -4, M4 ag -1, CHO-K1 Ca ag 0.7, M4 antag 4, M1 antag -19, CHO-K1 Ca antag -10, CHO parental Ca -15, M1 PAM 12 and OXTR potentiator -18.
Screening Cc1nc2ccc(NS(=O)(=O)c3ccc(C)c(C)c3)cc2s1 returned CHRM1 agonist 2, M4 ag 8, CHO-K1 Ca ag 6.8, M4 antag 0, M1 antag 16, CHO-K1 Ca antag 16, CHO parental Ca 55*, M1 PAM -5 and OXTR potentiator -17.
`CCOC(=O)CCCNC(=O)COC(=O)c1cc2ccccc2cc1O` gave CHRM1 agonist -4, M4 ag 8, CHO-K1 Ca ag -0.1, M4 antag -5, M1 antag -10, CHO-K1 Ca antag 23, CHO parental Ca -10, M1 PAM 6 and OXTR potentiator -3.
Screening COc1ccc(NCc2cc(=O)[nH]c3ccccc23)cc1 returned CHRM1 agonist -7, M4 ag 1, CHO-K1 Ca ag -0.4, M4 antag -10, M1 antag -12, CHO-K1 Ca antag -12 and M1 PAM 3.
CCOC(=O)N1CCN(C(=O)c2ccc(CN(c3ccccc3)S(C)(=O)=O)cc2)CC1 was read as CHRM1 agonist -2, M4 ag 1, CHO-K1 Ca ag -0.5, M4 antag 11, M1 antag 11, CHO-K1 Ca antag 0, CHO parental Ca -15, M1 PAM -5 and OXTR potentiator -4.
Screening COc1ccc(N2C(=O)C3C(C2=O)C(C(=O)c2ccccc2)N2CCCC32)cc1 (stereo unspecified) returned CHRM1 agonist -6, M4 ag 4, CHO-K1 Ca ag 2.4, M4 antag 0, M1 antag -13, CHO-K1 Ca antag -10, CHO parental Ca -29, M1 PAM 4 and OXTR potentiator -6.
`Cc1nc(C)n(CC(O)COc2ccc(C(=O)c3ccccc3)cc2)n1` (stereo unspecified) gave CHRM1 agonist -1, M4 ag 2, CHO-K1 Ca ag 1.4, M4 antag -2, M1 antag -2, CHO-K1 Ca antag -8, CHO parental Ca 7, M1 PAM 3 and OXTR potentiator -15.

Next part; the last 2 above are carried over.
Screening COc1ccc(N2C(=O)C3C(C2=O)C(C(=O)c2ccccc2)N2CCCC32)cc1 (stereo unspecified) returned CHRM1 agonist -6, M4 ag 4, CHO-K1 Ca ag 2.4, M4 antag 0, M1 antag -13, CHO-K1 Ca antag -10, CHO parental Ca -29, M1 PAM 4 and OXTR potentiator -6.
`Cc1nc(C)n(CC(O)COc2ccc(C(=O)c3ccccc3)cc2)n1` (stereo unspecified) gave CHRM1 agonist -1, M4 ag 2, CHO-K1 Ca ag 1.4, M4 antag -2, M1 antag -2, CHO-K1 Ca antag -8, CHO parental Ca 7, M1 PAM 3 and OXTR potentiator -15.
For CCN1C[C@@H]2[C@@H]3C(=O)N(C)C(=O)[C@@H]3[C@](CC)(C(=O)OC)N2C1=NC the results were CHRM1 agonist -3, M4 ag 0, CHO-K1 Ca ag -0.3, M4 antag 3, M1 antag -4, CHO-K1 Ca antag 13, CHO parental Ca -8 and M1 PAM 3.
`O=C(O)C1CCCN1S(=O)(=O)c1ccc(F)cc1` (stereo unspecified) gave CHRM1 agonist 2, M4 ag 1, CHO-K1 Ca ag 0.0, M4 antag -5, M1 antag -18, CHO-K1 Ca antag -3, CHO parental Ca 5, M1 PAM 20 and OXTR potentiator -13.
`Cc1cc(C)cc(NC(=O)Cn2cnc3c(nnn3Cc3ccc(F)cc3)c2=O)c1` gave CHRM1 agonist -4, M4 ag 1, CHO-K1 Ca ag -0.4, M4 antag -1, M1 antag -4, CHO-K1 Ca antag 8, CHO parental Ca -7, M1 PAM -2 and OXTR potentiator -14.
Screening COC(=O)CN1C(=S)N(c2ccccc2)C(=O)C1CC(=O)Nc1ccc(Cl)cc1 (stereo unspecified) returned CHRM1 agonist -4, M4 ag 13, CHO-K1 Ca ag 3.5, M4 antag 14, M1 antag -2, CHO-K1 Ca antag -17, CHO parental Ca -7, M1 PAM 4 and OXTR potentiator -10.
CS(=O)(=O)N(CC(=O)O)c1cc(Cl)cc(Cl)c1 was read as CHRM1 agonist -1, M4 ag 0, CHO-K1 Ca ag 0.5, M4 antag -1, M1 antag -29, CHO-K1 Ca antag -18, CHO parental Ca -11, M1 PAM 6 and OXTR potentiator -4.
For O=C(O)CC(CC(=O)Nc1ccc(-c2ccccc2)cc1)c1ccccc1 (stereo unspecified) the results were CHRM1 agonist -4, M4 ag 1, CHO-K1 Ca ag -0.4, M4 antag 8, M1 antag -10, CHO-K1 Ca antag -5, CHO parental Ca 9, M1 PAM 4 and OXTR potentiator -9.
`Cc1nn(C)cc1CN(C)C(=O)CC12CC3CC(CC(C3)C1)C2` gave CHRM1 agonist -4, M4 ag 1, CHO-K1 Ca ag 0.8, M4 antag -4, M1 antag -9, CHO-K1 Ca antag -11, CHO parental Ca -8, M1 PAM 8 and OXTR potentiator -1.
Screening CCOC(=O)C1CCN(C(=O)CCCn2nc(CC)n3c(cc4occc43)c2=O)CC1 returned CHRM1 agonist -4, M4 ag 2, CHO-K1 Ca ag 1.2, M4 antag -2, M1 antag -13, CHO-K1 Ca antag -14, CHO parental Ca -17, M1 PAM 10 and OXTR potentiator -2.
`O=C(CN1C(=O)COc2ccccc21)NNC(=O)Nc1ccccc1F` gave CHRM1 agonist 1, M4 ag 0, CHO-K1 Ca ag 0.1, M4 antag 8, M1 antag -20, CHO-K1 Ca antag 3, CHO parental Ca -17, M1 PAM 13 and OXTR potentiator -1.
`Cc1ccc(-c2cc(-c3ccccc3)nc(N(C)N)n2)cc1` gave CHRM1 agonist 3, M4 ag -1, CHO-K1 Ca ag 5.8, M4 antag -9, M1 antag -15, CHO-K1 Ca antag 5, CHO parental Ca -11, M1 PAM 16 and OXTR potentiator 1.
Screening CC(=O)N1CCN(S(=O)(=O)c2cccc(C(=O)OCC(=O)Nc3c(Cl)cccc3C(F)(F)F)c2)CC1 returned CHRM1 agonist -1, M4 ag 2, CHO-K1 Ca ag 0.1, M4 antag -14, M1 antag -12, CHO-K1 Ca antag -32 and M1 PAM 8.
`Cc1cc(C)cc(OCC(=O)NCCN2CCOCC2)c1` gave CHRM1 agonist -1, M4 ag 0, CHO-K1 Ca ag 0.8, M4 antag -8, M1 antag -2, CHO-K1 Ca antag -15, CHO parental Ca -16, M1 PAM 9 and OXTR potentiator -5.
For CC(C)C(NC(=O)C12CC3CC(CC(C3)C1)C2)C(=O)O (stereo unspecified) the results were CHRM1 agonist -2, M4 ag 1, CHO-K1 Ca ag 0.0, M4 antag 12, M1 antag -3, CHO-K1 Ca antag 4, CHO parental Ca 9, M1 PAM 8 and OXTR potentiator 2.
`c1ccc(-c2ccc(CNC3CC3)cc2)cc1` gave CHRM1 agonist -8, M4 ag 2, CHO-K1 Ca ag 1.3, M4 antag 2, M1 antag 2, CHO-K1 Ca antag 3 and M1 PAM -2.
Screening Cc1cccc(-c2ncc(CN3CCC(CO)(CCCc4ccccc4)CC3)cn2)c1 returned CHRM1 agonist -4, M4 ag 8, CHO-K1 Ca ag 4.9, M4 antag -7, M1 antag 27, CHO-K1 Ca antag -12, CHO parental Ca -22, M1 PAM -14 and OXTR potentiator -3.
Screening CCOC(=O)C1(CCSC)NC(c2ccco2)C2C(=O)N(CC)C(=O)C21 (stereo unspecified) returned CHRM1 agonist 2, M4 ag 1, CHO-K1 Ca ag 0.2, M4 antag -2, M1 antag -6, CHO-K1 Ca antag -4, CHO parental Ca -2, M1 PAM 13 and OXTR potentiator -5.
`COc1ccc(-c2noc(COc3ccccc3OC)n2)cc1OC` gave CHRM1 agonist 0, M4 ag 5, CHO-K1 Ca ag 1.2, M4 antag -11, M1 antag -6, CHO-K1 Ca antag 10, CHO parental Ca -7, M1 PAM 5 and OXTR potentiator -5.
Screening O=C(NC(N1CCOCC1)C(Cl)(Cl)Cl)c1ccco1 (stereo unspecified) returned CHRM1 agonist -4, M4 ag 18, CHO-K1 Ca ag 4.0, M4 antag -5, M1 antag 11, CHO-K1 Ca antag 11, CHO parental Ca 10, M1 PAM -12 and OXTR potentiator -9.
`O=S1(=O)N=C(Nc2nncs2)c2ccccc21` gave CHRM1 agonist -3, M4 ag 2, CHO-K1 Ca ag 0.1, M4 antag 8, M1 antag 21, CHO-K1 Ca antag -18, CHO parental Ca -1, M1 PAM -15 and OXTR potentiator 5.

No enrichment for hits (roughly 2.9% active in at least one column).
